Screens: PubChem BioAssay, several laboratories
eIF4E 4G PPI = blocks eIF4E binding to eIF4G; 220,000 compounds, 0.37% hits; inhibition, % at 21.7 µM; TR-FRET eIF4E-eIF4GI(517-606) binding, 2 h; P63073+Q04637;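 active = inhibition above about 30%, limit read from the data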;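 also: 0% = full FRET control wells and 100% = background wells lacking eIF4GI fragment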
Target sequence (P63073 whole entry, looked up, the tested form may be a part): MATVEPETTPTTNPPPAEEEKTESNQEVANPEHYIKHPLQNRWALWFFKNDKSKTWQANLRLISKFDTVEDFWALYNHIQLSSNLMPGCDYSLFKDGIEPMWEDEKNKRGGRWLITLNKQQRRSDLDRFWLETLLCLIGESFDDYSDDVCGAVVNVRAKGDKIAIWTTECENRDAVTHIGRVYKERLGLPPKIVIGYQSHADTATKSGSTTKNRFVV
Target sequence (Q04637 whole entry, looked up, the tested form may be a part): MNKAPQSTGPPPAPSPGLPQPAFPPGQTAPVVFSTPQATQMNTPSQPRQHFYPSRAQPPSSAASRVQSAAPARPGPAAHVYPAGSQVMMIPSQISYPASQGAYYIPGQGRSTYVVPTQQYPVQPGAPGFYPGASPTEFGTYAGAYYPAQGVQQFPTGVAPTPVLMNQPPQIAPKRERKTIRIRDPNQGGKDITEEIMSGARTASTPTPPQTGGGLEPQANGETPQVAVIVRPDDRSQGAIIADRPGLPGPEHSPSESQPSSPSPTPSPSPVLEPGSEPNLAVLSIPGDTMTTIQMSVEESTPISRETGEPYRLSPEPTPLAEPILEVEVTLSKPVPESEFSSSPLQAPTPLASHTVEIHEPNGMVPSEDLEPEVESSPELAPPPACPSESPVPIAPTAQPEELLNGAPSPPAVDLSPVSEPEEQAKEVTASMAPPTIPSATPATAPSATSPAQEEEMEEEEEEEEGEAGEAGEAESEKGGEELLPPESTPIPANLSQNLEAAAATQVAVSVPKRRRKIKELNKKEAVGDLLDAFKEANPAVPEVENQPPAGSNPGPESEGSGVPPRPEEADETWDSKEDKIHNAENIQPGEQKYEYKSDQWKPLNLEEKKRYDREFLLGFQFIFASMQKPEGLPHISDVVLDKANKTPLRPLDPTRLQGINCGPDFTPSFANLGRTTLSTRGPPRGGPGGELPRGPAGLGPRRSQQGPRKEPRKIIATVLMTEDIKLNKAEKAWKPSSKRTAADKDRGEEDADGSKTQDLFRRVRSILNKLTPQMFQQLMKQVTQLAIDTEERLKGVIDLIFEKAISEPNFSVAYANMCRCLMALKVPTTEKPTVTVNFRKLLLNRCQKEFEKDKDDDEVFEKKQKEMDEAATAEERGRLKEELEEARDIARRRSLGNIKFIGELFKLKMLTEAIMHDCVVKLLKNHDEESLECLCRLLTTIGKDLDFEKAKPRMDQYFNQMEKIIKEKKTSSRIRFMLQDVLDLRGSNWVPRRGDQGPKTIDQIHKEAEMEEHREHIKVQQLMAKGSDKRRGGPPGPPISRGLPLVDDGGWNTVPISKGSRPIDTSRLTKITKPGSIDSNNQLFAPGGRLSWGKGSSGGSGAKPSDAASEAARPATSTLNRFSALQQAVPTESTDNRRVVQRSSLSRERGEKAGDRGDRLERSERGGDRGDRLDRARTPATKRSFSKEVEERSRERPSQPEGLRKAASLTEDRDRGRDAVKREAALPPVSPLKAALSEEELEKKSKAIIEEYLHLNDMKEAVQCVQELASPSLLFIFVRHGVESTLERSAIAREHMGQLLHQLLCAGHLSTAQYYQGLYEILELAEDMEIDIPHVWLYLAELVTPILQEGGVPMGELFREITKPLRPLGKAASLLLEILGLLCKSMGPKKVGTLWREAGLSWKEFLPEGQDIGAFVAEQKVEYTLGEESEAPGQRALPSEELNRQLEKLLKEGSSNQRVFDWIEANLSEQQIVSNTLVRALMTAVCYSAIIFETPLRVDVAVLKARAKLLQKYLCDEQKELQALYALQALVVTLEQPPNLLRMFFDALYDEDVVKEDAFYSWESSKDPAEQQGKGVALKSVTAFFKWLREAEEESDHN
S1P4 agonist = agonists of human S1P4 receptor; S1P4-expressing cell line, agonist reporter assay; 220,000 compounds, 0.35% hits; activation, % at 4.98 µM; O95977; in the data active = activation above about 11%;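 also: 0% = DMSO vehicle and 100% = reference agonist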
EP2 antag = blocks the human prostaglandin E2 receptor EP2 | P43116 | C6 glioma cells expressing human EP2, cAMP TR-FRET; cells stimulated with saturating PGE2 | inhibition, % at 25 µM | 260,000 compounds, 0.52% hits | AID 1422;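 active = percent inhibition above 40 after rounding to a whole number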;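 also: rat C6 glioma host cells with rolipram phosphodiesterase inhibitor present; the protocol text gives 20 µM as final concentration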
S1P4 antag = antagonists of human S1P4 receptor. O95977. S1P4-expressing cells, antagonist mode, reporter read-out. inhibition, % at 4.98 µM. 220,000 compounds, 0.26% hits; in the data active = inhibition above about 29%;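 also: 0% = wells stimulated with agonist and 100% = vehicle wells without agonist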
NPY-Y1 PAM-ag = potentiators or agonists of human neuropeptide Y receptor Y1. NPY-Y1 expressing cells, potentiator/agonist activation. activation, % at 3.6 µM. 220,000 compounds, 0.37% hits. AID 1304; in the data active = activation above about 33%, passing the limit was not always enough;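 also: cells stimulated with NPY at EC10 then isoproterenol at EC100; 0% = low agonist plus stimulus and 100% = saturating agonist plus stimulus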
NPY-Y1 antag = blocks the human neuropeptide Y Y1 receptor | P25929 | 200,000 compounds, 1% hits | HEK293-CNG Y1 cells, membrane potential fluorescence; NPY at EC95, then isoproterenol | inhibition, % at 3.6 µM | AID 1040;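 active = inhibition above the campaign mean inhibition of all tested compounds plus 3 SD, cut at about 20% in these data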;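 also: 0% = DMSO wells given NPY plus isoproterenol and 100% = isoproterenol alone without NPY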
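Material: HEK293 Y1/CNG channel cell line | Also added: NPY (25 nM), isoproterenol (1 µM), Ro 20-1724 (25 µM) | Compound: One concentration, 3.6 µM, in 0.4% DMSO | Schedule: 3 h dye uptake, 1 h room-temperature compound, 45 min post-isoproterenol | Signal: Membrane-potential fluorescent dye readout | Read-out: % inhibition of NPY effect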
NPY-Y2 PAM-ag = potentiates or activates human NPY-Y2 receptor. P49146. cells expressing NPY-Y2, potentiator/agonist read-out. activation, % at 3.6 µM. 220,000 compounds, 0.45% hits; in the data active = activation above about 27%;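 also: cells stimulated with NPY near EC25 plus isoproterenol at EC100; 0% = vehicle plus submaximal agonist and 100% = vehicle plus saturating agonist; some results beyond the cut were filed as inactive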
EP2 mod = modulators of human EP2 prostaglandin E2 receptor | induction, % at 25 µM | EP2-expressing cells, cAMP HTRF FRET, PGE2 co-stimulation | 260,000 compounds, 0.83% hits | P43116 | AID 940;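 active = compounds whose cAMP rise, as percent of the full-agonist control response, exceeds 60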;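 also: rat C6 glioma line stably carrying human EP2 under a CMV promoter; the protocol text gives 20 µM as final concentration; 100% = response of wells given 1 µM PGE2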
p97 inhibitor = human p97 ATPase inhibition. P55072. 220,000 compounds, 0.42% hits. recombinant p97 ATPase, Kinase-Glo ATP luminescence, 3 h. AID 1481. inhibition, % at 8 µM; in the data active = inhibition above about 15%;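 also: 0% = DMSO vehicle and 100% = wells lacking enzyme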
* marks the source's active call; other numbers are inactive results; x = not tested or not shown; & = joins results of further samples; [ ] = another dose, or the depositor's remark.

SMILES	eIF4E 4G PPI	S1P4 agonist	EP2 antag	S1P4 antag	NPY-Y1 PAM-ag	NPY-Y1 antag	NPY-Y2 PAM-ag	EP2 mod	p97 inhibitor
COC(=O)/C=c1/s/c(=C(/C#N)C(=O)NCc2ccccc2)n(-c2ccccc2)c1=O	-2	-2.9	4	-5	10	0	12	11	2
CC(C)(C)NC(=O)COc1ccc(CNCc2ccccn2)cc1	-3	0.7	4	-27	-2	0	7	15	1
Cc1ccc(/C=C/c2nc3ccccc3c(=O)n2CCc2ccccc2)cc1	-1[fluorescence artefact?]	0.3	1	-14	4	-1	6	81*	1
CCOC(=O)CN1CC23C=CC(O2)C(C(=O)NCc2ccc(C)cc2)C3C1=O (stereo unspecified)	2	0.8	10	-14	10	-1	0	9	-1
Cc1ccccc1CN1CCc2c(OCC(=O)N3CCCCC3)cccc2C1=O	-1	0.4	7	-2	-14	0	-16	-26	-3
COc1cc(S(=O)(=O)N(Cc2ccco2)C2CCCC2)ccc1-n1cnnn1	-2	2.6	4	-12	-7	2	-14	11	-11
OC1CCN(c2cc(-c3ccccc3)nc3cc(-c4ccc(F)cc4)nn23)CC1	2	-0.7	5	5	28	-7	23	37	1
CCOC(=O)CNc1nc(Cl)nc(NC(C)(C)C)n1	3	0.9	7	-17	19	2	-4	-1	1
COC(=O)c1cn(C(=O)c2ccco2)c2ccccc12	1	-3.3	12	-6	1	-4	-9	11	-4
CCN(CC)CCCN1C(=O)c2oc3ccccc3c(=O)c2C1c1cccnc1 (stereo unspecified)	-8	-0.6	5	-1	10	6	2	3	1
Cc1ccc(C)c(N/N=C2\CCCNC2=O)c1	10	-1.6	5	-10	24	1	4	5	3
CCCC(=O)Nc1cc(-c2nnc(OC)c3ccccc23)ccc1N1CCCCC1	-3	2.0	x	-9	-2	-1	-7	39	-5
Cn1c(Cl)c(C(=O)Nc2ccc(Cl)cc2)c2ccccc21	-3	-0.6	6	0	5	10	-9	17	2
CC1=CN2CC(O)CN=C2C=C1 (stereo unspecified)	6	0.4	8	-4	-2	-5	-21	6	-4
CC(/C=C/c1ccccc1)=N/NC(=O)C(O)c1ccccc1 (stereo unspecified)	-3	2.2	8	-19	15	2	7	-5	5
COc1ccc(N2CCN(c3ccc(NC(=O)c4ccc5c(c4)OCO5)cc3C#N)CC2)cc1	x	1.5	17	-16	1	-4	7	8	-4
CCCc1nc(SC)[nH]c(=O)c1C	2	-0.5	9	10	0	x	-4	16	1
O=C(Cc1ccc([N+](=O)[O-])cc1)Nc1ccc(Cl)cc1	1	-0.1	8	-4	9	-4	-3	-40	4
COc1ccc(COc2cc(-c3cccc(OC)c3)nc3ccc(NC(=O)c4ccccc4)cc23)cc1	-4[fluorescence artefact?]	0.1	9	-5	-27	-2	5	7	10
C=CCn1c(=NC(=O)c2cc(-c3cccs3)nc3ccccc23)sc2cc(S(N)(=O)=O)ccc21	1	1.6	11	-7	19	-4	6	16	1
Cc1cc(C(=O)COC(=O)c2ccc(O)cc2)c(C)n1CC1CCCO1 (stereo unspecified)	2	-0.1	3	-5	-6	3	5	-4	-3
Cc1ccc(S(=O)(=O)NC(CC(=O)NCc2ccco2)c2ccco2)cc1 (stereo unspecified)	-12	-2.2	7	1	-9	3	-3	4	-1
COc1cccc(C2NC(=O)c3sc(=S)n(-c4ccccc4)c3N2)c1 (stereo unspecified)	6	-2.2	12	10	-5	-9	7	-3	3
CC(=O)N1CN(Cc2ccccn2)Cc2c1sc1c2CCCC1	2	-0.1	2	-7	5	0	2	7	-2
Cc1ccc(NC(=O)c2ccc3nc[nH]c3c2)cc1C	8	1.8	8	-16	2	1	-3	-5	4
Remaining list, next part:
SMILES	eIF4E 4G PPI	S1P4 agonist	EP2 antag	S1P4 antag	NPY-Y1 PAM-ag	NPY-Y1 antag	NPY-Y2 PAM-ag	EP2 mod	p97 inhibitor
C=CCn1c(SCC(=O)NCCc2ccccc2)nnc1C(C)NC(=O)c1cccs1 (stereo unspecified)	-3	0.2	8	7	1	-1	-5	1	4
CCCCONc1ncnc2nonc12	-5	0.0	5	-12	7	4	1	7	-2
O=C(COC(=O)C1COc2ccccc2O1)Nc1ccc2c(c1)CCC2 (stereo unspecified)	0	0.7	9	-14	5	2	-7	49	0
COc1ccc2c(c1)OC(c1ccccc1)(C(F)(F)F)NC2=O (stereo unspecified)	-6	-0.7	6	-4	5	-3	15	10	1
COc1cc2[nH]c(=O)n(CCC(=O)N3CCN(c4cccc(C)c4C)CC3)c(=O)c2cc1OC	8	2.1	8	3	-13	0	-5	-36	-6
Cc1[nH]c2ccc(C(=O)OCCN(C)C)cc2c1C	0[fluorescence artefact?]	-0.4	9	0	-2	-1	2	-62	-1
OC(c1ccccc1)(c1ccccc1)C1CCN(C(=S)NC2CCCC2)CC1	1	-1.3	7	6	1	3	-5	29	3
CCc1ccccc1NC(=O)/C(C#N)=C\c1ccc(Sc2ccccc2)o1	0	-0.3	12	-12	-62	14	-30	-4	0
Cc1nn(-c2ccccc2)c(Cl)c1C(=O)Nc1nnc(C2CCCCC2)s1	3	0.6	6	-14	-13	7	-6	-9	-8
CCOC(=O)c1cc(/C(C)=N/OC(=O)c2ccc(C(C)(C)C)cc2)on1	7	-2.3	9	10	17	x	-1	-23	-2
COc1cccc(CNS(=O)(=O)c2cc(Br)cc3c2N(C(C)=O)C(C)C3)c1 (stereo unspecified)	5	6.2	12	-7	-7	12	-8	15	-5
NS(=O)(=O)c1ccc(NC(=S)NC(=O)/C=C/c2cccs2)cc1	4	2.3	14&5	-13	10	2	0	-48&-61	-2
COc1cc2c(cc1OC)[C@H](C)N(C(=S)Nc1ccc(F)cc1)CC2	0	0.7	10	-18	6	x	3	-14	5
CC1CCCN(c2ccc(C(=O)Nc3ccc4c(c3)OCO4)cc2[N+](=O)[O-])C1 (stereo unspecified)	14	1.9	4	-13	-1	-3	-2	54	1
O=C(C(=O)N1CCc2ccccc2C1)c1cn(CC(=O)N2CCCCC2)c2ccccc12	-1	4.8	1	-15	-10	9	-2	-15	9
Cc1nn(C)c(C)c1/C=C/C(=O)c1cccs1	-6	0.8	14	-14	-6	-5	-2	-15	5
Cc1nc2ccccc2c(=O)n1NC(=O)Cc1ccccc1	x	3.7	x	-9	-13	5	-9	x	3
CCc1nc2ccc(C)cc2c(C(=O)Oc2cccc3cccnc23)c1C	-14	0.8	1	-16	-11	0	-6	59	-9
Cc1cc(-c2nn(-c3ccccc3F)cc2CN2CCN(c3ccccn3)CC2)c(C)s1	0	0.9	5	-1	-11	9	-11	17	0
Cc1nc(-c2ccccn2)sc1C(=O)Nc1ccc(Cl)c(Cl)c1	-14	0.1	52*	-9	-31	7	-22	-31	-4
O=C(Nc1ccccc1)C1CCN(C(=O)c2ccccc2)CC1	12	-3.7	13	4	-13	-7	0	-10	1
Cc1ccc(-c2nnn(CC(=O)N(c3ccc(F)cc3)C(C(=O)NC(C)(C)C)c3ccco3)n2)o1 (stereo unspecified)	3	-2.2	15	-11	13	2	16	27	-2
COC(=O)c1cc(COC(=O)c2ccc(OC)c(S(=O)(=O)N3CCCC3)c2)oc1C	5	0.6	2	-16	-2	-1	-2	13	-4
COc1ccc2nc(SCc3cccnc3)c(C#N)cc2c1	-7	0.5	14	-16	1	6	-13	-23	-2
O=[N+]([O-])c1ccc(-c2csc(NN=C3CCCC3)n2)cc1	-4	0.5	8	-10	17	-4	23	-11	3

Next section, overlapping the part above by three compounds.
SMILES	eIF4E 4G PPI	S1P4 agonist	EP2 antag	S1P4 antag	NPY-Y1 PAM-ag	NPY-Y1 antag	NPY-Y2 PAM-ag	EP2 mod	p97 inhibitor
COC(=O)c1cc(COC(=O)c2ccc(OC)c(S(=O)(=O)N3CCCC3)c2)oc1C	5	0.6	2	-16	-2	-1	-2	13	-4
COc1ccc2nc(SCc3cccnc3)c(C#N)cc2c1	-7	0.5	14	-16	1	6	-13	-23	-2
O=[N+]([O-])c1ccc(-c2csc(NN=C3CCCC3)n2)cc1	-4	0.5	8	-10	17	-4	23	-11	3
CCCOC(=O)Nc1cc(OC)c(Cl)cc1OC	-3	-0.5	x	-14	6	4	1	14	6
CCOc1ccc(NC(=O)N[C@@H](CCSC)C(=O)OC)cc1	2	-1.0	8	-10	13	-3	0	-18	6
CCC(C)NCC(=O)Nc1cc(S(=O)(=O)N(CC)c2ccccc2)ccc1Cl (stereo unspecified)	3	2.0	10	-2	0	1	-6	-1	0
Cc1cccc(/C=N/NC(=O)NC2CCCCC2)c1	-8	1.2	6	-14	-22	4	3	63*	-10
Cc1cc(C)c(NC(=O)C2CCCN2CCO)c(C)c1 (stereo unspecified)	-2[fluorescence artefact?]	-1.9	8	12	0	5	-9	3	1
Cc1cccc(NC(=O)CSc2nc3c(oc4ccccc43)c(=O)n2-c2ccccc2)c1	4[fluorescence artefact?]	-2.2	9	-7	-46	8	-40	-3	1
COc1ccc(N2CCN(C(=O)C3CCN(S(=O)(=O)c4ccc(F)cc4)CC3)CC2)cc1	3	-1.5	5	-15	16	1	14	7	-1
CC(CC(=O)NCc1cccnc1)c1ccccc1 (stereo unspecified)	2[fluorescence artefact?]	2.3	4	-8	-19	-3	-10	-6	3
Cn1cccc1/C=N/NC(N)=S	1	0.5	5	-16	-5	0	-4	10	1
O=C(Nc1ccccn1)NC1CCS(=O)(=O)C1 (stereo unspecified)	2[fluorescence artefact?]	0.2	17	17	-2	-2	1	-10	1
COC(=O)c1ccc(-n2c(C)cc(C(=O)CCl)c2C)cc1	1	-0.3	8	5	16	-6	4	7	3
O=C(Nc1ccc(Cl)cc1)N1CCCN(Cc2ccc(F)cc2)C1	x	2.1	8	8	17	-7	22	-32	-9
CCOC(=O)C1=C(C)NC(C)=C(C(=O)OCC)C1c1cccc(C)n1	-3	0.9	20	-2	-20	x	-10	-8	-5
COC(=O)/C(=C/c1cccnc1)NC(=O)c1ccccc1	5	-1.2	6	1	7	-2	11	33	-7
Oc1ccc(/C=N/N(Cc2ccccc2)c2ccccc2)c(O)c1O	5	-1.1	10	-14	1	-5	-3	13	-4
Cc1nc2ccccc2n1CC(=O)NCc1ccccc1	-6	2.1	6	-24	-8	-2	5	-25	1
CCN(CC)S(=O)(=O)c1cccc(NC(=O)C(=O)c2c(-c3ccccc3)cc3ccccn23)c1	-13	-3.3	x	-7	-28	2	-13	11	0
O=C(CN1C(=O)c2ccccc2S1(=O)=O)N1CCc2ccccc21	5[fluorescence artefact?]	-2.5	10	-9	-2	0	-2	5	4
CC(C)N(C(=O)CO/N=C/c1cccc([N+](=O)[O-])c1)C(C)C	0	0.3	7	-2	15	-4	0	-41	-3
O=C(/C=N\O)NCCCNCc1ccccc1	1	3.0	6	-6	3	-7	-1	27	2
CCOC(=O)C1CCN(CC(=O)c2c(C)[nH]c3ccccc23)CC1	-7	-2.7	14	-11	-27	6	-2	-5	0
COC(=O)c1ccc(Cn2cc(C(F)(F)F)cc([N+](=O)[O-])c2=O)cc1	2	1.6	5	-4	-2	1	-1	2	3
O=C(Nc1ccccc1OC(F)F)c1cc2c(s1)CCC2	-3	3.5	10	-11	-26	10	-7	7	-2
CCCCCCn1c(O)c(/C=C2\C=NN=C2c2ccccc2)sc1=S	4	0.1	3	-61	-7	-2	-4	20	4
C/C(=N\O)C1(C)N(O)C(C)(C)C(c2ccc(Br)cc2)=[N+]1[O-] (stereo unspecified)	-6	0.9	8	-18	-4	2	8	-3	2

An excerpt; count on the stated rates, not on these rows.
